# High-throughput results from PubChem.
# Jurkat NFkB inh: inhibitors of induced NF-kB luciferase reporter, primary screen, TCR NF-kB activation inhibitor project, cell-based, luminescence, uHTS; AID 435003, 2010; Jurkat, PMA/ionomycin-induced NF-kB luciferase reporter; 0.53% of 330,000 active; inhibition, % at 4 µM
# 697 NFkB inh: inhibitors of PMA/ionomycin-induced NF-kB reporter, 697 cells, primary screen, B-cell NF-kB inhibitor project, cell-based, luminescence, uHTS; inhibition, % at 4 µM; 697 B-cell NF-kB luciferase reporter, 16 h; 0.33% of 330,000 active; in the data active = inhibition above about 35%
# UBC13 polyUb: UBC13 polyubiquitin chain formation inhibitors, primary screen, biochemical, TR-FRET, uHTS; 0.47% of 330,000 active; AID 485273, 2010; inhibition, % at 20 µM; Ubiquitin-conjugating enzyme E2 N (Homo sapiens), P61088; in the data active = inhibition above about 45%, passing the limit was not always enough
# Target sequence (P61088 whole entry, looked up): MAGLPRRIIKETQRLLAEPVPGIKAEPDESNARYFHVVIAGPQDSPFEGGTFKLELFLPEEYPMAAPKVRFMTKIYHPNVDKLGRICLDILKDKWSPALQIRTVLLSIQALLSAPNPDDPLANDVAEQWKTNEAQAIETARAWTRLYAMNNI
# Apaf-1 inh: inhibitors of human Apaf-1 apoptosome, primary screen, biochemical, DEVD-Rh110 fluorescence, uHTS. inhibition, % at 20 µM. Apoptotic protease-activating factor 1 (Homo sapiens), O14727. reconstituted apoptosome caspase-3 activity. 0.71% of 330,000 active; active = inhibition of at least 40% at 20 µM;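 also: plate controls were DMSO wells for no effect and DEVD-CHO caspase inhibitor wells for full effect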
#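 System: Apoptosome proteins | Medium: Hepes pH 7.5 with detergent and BSA | Also added: Cytochrome c trigger plus (Z-DEVD)2-Rh110 caspase-3 substrate | Incubation: 30 min compound preincubation, 50 min activation, room temperature | Detection: Rhodamine 110 fluorescence at Ex 480/Em 540 nm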
# CCR6 antag: CCR6 receptor antagonists, primary screen, cell-based, CHO-K1, luminescence, beta-arrestin, uHTS | C-C chemokine receptor type 6 (Homo sapiens), P51684 | CHO-K1 CCR6 PathHunter beta-arrestin, CCL20-stimulated | inhibition, % at 20 µM | 0.49% of 340,000 active | AID 493098, 2011;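 active = compounds whose inhibition of the agonist-driven luminescence signal at 20 µM reaches about 50%, limit read from the data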;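 also: cells stimulated with CCL20 at 14 nM final; plate controls were DMSO with CCL20 for no effect and DMSO without agonist for full effect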
# EBI2 block: EBI2 receptor antagonists, beta-arrestin recruitment, primary screen, cell-based, luminescence, 7a,25-OHC stimulation, uHTS | G-protein coupled receptor 183 (Homo sapiens), P32249 | inhibition, % at 5 µM | 7a,25-OHC stimulated | 0.81% of 360,000 active; in the data active = inhibition above about 38%;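 also: enzyme fragment complementation signal reports receptor beta-arrestin coupling in cells; 0% = agonist plus DMSO wells and 100% = wells without agonist; some results beyond the cut were filed as inactive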
# Target sequence (P32249 whole entry, looked up, the tested form may be a part): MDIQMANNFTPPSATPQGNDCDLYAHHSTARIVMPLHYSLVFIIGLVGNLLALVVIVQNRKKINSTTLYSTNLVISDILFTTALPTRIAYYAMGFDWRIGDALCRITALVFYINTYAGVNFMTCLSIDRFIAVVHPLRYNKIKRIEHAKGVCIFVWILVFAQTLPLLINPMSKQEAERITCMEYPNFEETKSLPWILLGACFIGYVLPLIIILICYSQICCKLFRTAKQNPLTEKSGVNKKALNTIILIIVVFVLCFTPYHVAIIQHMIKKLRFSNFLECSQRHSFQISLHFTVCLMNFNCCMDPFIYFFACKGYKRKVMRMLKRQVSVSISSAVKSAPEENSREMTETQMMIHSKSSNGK
# Gli-Sufu block: Gli-Sufu pathway antagonists, primary screen, luciferase luminescence, Sufu-KO-LIGHT cells, uHTS; Sufu-KO-LIGHT fibroblasts, Gli luciferase reporter luminescence; inhibition, % at 5 µM; 0.74% of 340,000 active;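 active = inhibition above about 55%, limit read from the data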;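 also: 0% = DMSO-treated cells and 100% = wells with medium but no cells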
# SENP8 inh: SENP8 protease inhibitors, primary screen, biochemical, luminescence | inhibition, % at 10 µM | 1.2% of 330,000 active | purified SENP8, Z-RLRGG-aminoluciferin cleavage
# Target sequence (Q96LD8 whole entry, looked up): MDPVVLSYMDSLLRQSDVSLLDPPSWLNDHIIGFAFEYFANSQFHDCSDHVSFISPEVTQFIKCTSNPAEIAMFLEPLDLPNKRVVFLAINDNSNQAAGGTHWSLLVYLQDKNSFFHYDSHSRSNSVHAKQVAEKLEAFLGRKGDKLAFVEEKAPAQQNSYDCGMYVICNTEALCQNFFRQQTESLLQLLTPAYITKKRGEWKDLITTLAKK
# * marks the source's active call; other numbers are inactive results; . = no result given. Rule as the data show it, unless noted: active = inhibition above about 50%; inactive = the rest.
SMILES,Jurkat NFkB inh,697 NFkB inh,UBC13 polyUb,Apaf-1 inh,CCR6 antag,EBI2 block,Gli-Sufu block,SENP8 inh
Cc1ccc(CCS(=O)(=O)c2ccc(C(C)(C)C)cc2)cn1,-1.1,-25.8,-2.4,21.8,0.9,16.0,19.4,-4.9
CC1(C)OC(=O)C(=NNc2ccccc2[N+](=O)[O-])C(=O)O1,6.5,1.2,-14.8,0.4,2.1,2.1,-9.5,-9.5
COc1ccc(CNC(C)C23CC4CC(CC(C4)C2)C3)c(OC)c1OC (stereo not drawn),-8.7,8.3,7.5,5.5,0.7,0.6,-8.2,-7.4
CN(C[C@H](Cc1ccccc1)N(C[C@H](Cc1ccccc1)N(CCc1cc(C(F)(F)F)cc(C(F)(F)F)c1)N=O)N=O)N=O,12.1,6.1,-8.2,10.4,5.8,8.1,15.8,-0.4
Cc1ccc(NCc2nnc(SCC(=O)Nc3ccccc3)n2CC2CCCO2)c(C)c1 (stereo not drawn),-0.7,-7.0,-2.1,17.2,18.0,-13.8,6.9,-0.1
COc1ccc(NC(=O)c2ccc(OC)cc2)cc1,-90.2,-79.3,3.3,-3.0,4.3,27.1,-86.8,15.4
CN(C)S(=O)(=O)c1cc(NC(=O)COC(=O)CCSc2ccc(Cl)cc2)ccc1Cl,19.6,8.7,8.6,10.9,20.4,-7.3,-4.6,-3.8
Cc1cc(C)c(OCC(O)CN2CCN(C(=O)c3ccccc3)CC2)c(C)c1 (stereo not drawn),9.8,15.0,5.3,0.3,1.8,8.1,7.4,-5.7
O=S(=O)(NC1CC1)c1ccc(S(=O)(=O)N(Cc2ccccn2)C2CCCC2)cc1,-14.1,-23.7,1.7,5.7,-9.9,-3.7,1.6,-11.6
Cn1c(CNC(=O)c2ccco2)nnc1SCC(=O)c1ccc(Br)cc1,5.8,11.7,-5.2,2.2,-2.4,0.9,28.3,1.2
COc1ccc(-n2nc([N+](=O)[O-])c(=NCCCN3CCCC3=O)n2O)cc1,-5.1,-9.1,-9.7,5.5,-10.1,-1.3,9.0,-1.9
Cc1ccsc1C(=O)OCc1nnc(-c2ccccc2)o1,0.8,-38.2,17.9,-2.6,4.5,-9.2,-14.5,52.1*
Cc1cc(NC(=O)CSc2sc3c(O)cc(=O)[nH]c3c2C#N)ccc1Br,3.1,19.2,-7.6,9.7,-1.2,4.6,-3.1,7.3
O=C1[C@H]2[C@@H](c3ccc(F)cc3)N3C(=O)N(c4cccc(Cl)c4)C(=O)[C@@]3(Cc3ccc(Cl)cc3)[C@H]2C(=O)N1C1CCCCC1,8.7,5.0,-9.4,13.6,5.3,0.5,-6.1,1.2
NC(=S)N=Nc1c(O)n(Cc2ccc(Br)cc2)c2ccccc12,60.0*,-34.9,45.8*,11.0,17.4,17.2,17.8,-9.0
O=C(Nc1cccc(C(F)(F)F)c1)c1cccnc1N1CCOCC1,-7.3,13.0,6.4,1.4,13.9,-1.4,-4.2,-0.9
O=C1Cc2ccccc2Sc2cc(OCCCN3CCCCC3)ccc21,-10.3,-20.1,35.9,7.5,-9.7,4.8,22.4,-5.1
CCOC(=O)C1=CN(Cc2cccc(F)c2)S(=O)(=O)NC1c1ccc(F)c(Cl)c1 (stereo not drawn),.,-16.5,.,16.4,7.2,18.1,22.8,.
O=C1COc2ccc(S(=O)(=O)Nc3ccc(F)cc3)cc2N1,6.0,3.2,2.1,1.0,5.1,-2.3,-22.0,1.1
Fc1ccc(CN2CCSCC2)cc1F,-22.5,-59.8,-3.8,3.2,-4.2,2.0,23.1,11.9

# 2 compounds picked at random from those above, as already listed:
SMILES,Jurkat NFkB inh,697 NFkB inh,UBC13 polyUb,Apaf-1 inh,CCR6 antag,EBI2 block,Gli-Sufu block,SENP8 inh
O=C(Nc1cccc(C(F)(F)F)c1)c1cccnc1N1CCOCC1,-7.3,13.0,6.4,1.4,13.9,-1.4,-4.2,-0.9
NC(=S)N=Nc1c(O)n(Cc2ccc(Br)cc2)c2ccccc12,60.0*,-34.9,45.8*,11.0,17.4,17.2,17.8,-9.0

# (listing goes on)
SMILES,Jurkat NFkB inh,697 NFkB inh,UBC13 polyUb,Apaf-1 inh,CCR6 antag,EBI2 block,Gli-Sufu block,SENP8 inh
OC1(c2ccc3ccccc3c2)CCN(Cc2ccccc2)C1 (stereo not drawn),-15.5,12.1,6.6,-3.9,43.0,6.2,12.4,-4.3
CCOC(=O)Cc1csc(NC(=O)Cc2ccccc2)n1,-6.4,-1.7,0.1,-0.5,12.0,-8.6,12.1,-4.1
COC(=O)c1ccc(COc2ccc(C)c(C)c2)o1,-21.2,-130.1,5.9,6.0,2.1,8.2,-72.2,28.7
COc1cc(N/N=C(\C)c2ccc(O)c(C)c2)nc(-c2ccccc2)n1,3.7,-27.9,14.7,13.7,-14.4,57.5*,-3.5,2.0
CN(C)c1ccc(CNS(=O)(=O)c2ccc3c(c2)NC(=O)CS3)cc1,-8.9,-18.6,-4.7,21.2,12.9,1.8,3.2,1.6
Cc1cccc(NC(=O)C(C)n2cc([N+](=O)[O-])cn2)n1 (stereo not drawn),3.4,9.1,19.4,-18.6,6.1,-5.9,3.2,-3.6
COc1ccc(C2CCCN2C(=O)Nc2ccccc2)cc1OC (stereo not drawn),-7.0,-8.7,-7.5,-2.7,10.8,22.6,-15.5,-10.4
COc1ccc(Cl)cc1S(=O)(=O)Nc1cccc(C(=O)O)c1,-1.2,8.7,9.8,1.3,14.7,-1.4,-4.2,-0.2
CC1=C(C(=O)Nc2cccc(C(=O)N3CCC(C(N)=O)CC3)c2)SCCO1,-3.4,6.3,-0.3,-6.3,9.1,-14.1,-30.4,3.5
COc1cccc(C(=O)N2CCN(Cc3ccccc3C(F)(F)F)CC2)c1,2.7,-13.5,-3.5,14.2,11.0,2.7,6.2,-1.9
Cc1cccc(CCN2CCN=C2Nc2ccccc2)c1,8.0,-8.9,-7.6,-6.6,9.5,5.1,8.1,-10.9
CCOc1ccc(N2C(=O)C(=O)/C(=C(/O)c3ccccc3)C2c2ccccc2[N+](=O)[O-])cc1 (stereo not drawn),-33.1,-81.5,-27.3,19.7,19.1,-8.8,-3.4,12.7
N/C(=N\OC(=O)COc1ccc(Br)cc1Cl)c1cccnc1,-78.8,-83.6,-4.5,10.6,12.1,2.4,-75.9,-11.5
COc1ccc(CNC(=O)c2ccc(CS(=O)Cc3ccc(Cl)cc3)o2)cc1 (stereo not drawn),3.0,6.2,-3.2,7.0,-5.0,-3.7,24.6,3.0
Cc1n[nH]c(C)c1CCCCOc1ccccc1,-4.2,-35.5,7.2,10.0,3.8,-5.0,0.3,-14.9
Cc1ccc(S(=O)(=O)C2(C(=O)N3CCN(C4CCCCC4)CC3)CC2)cc1,11.6,14.9,0.7,-6.7,12.2,-12.7,-0.6,2.8
COc1ccc(C2(CNC(=O)/C=C\c3ccco3)CCCC2)cc1OC,-1.5,19.0,-4.5,8.2,17.8,6.3,1.1,5.8
COc1cc(C(=O)Nc2ccc(S(=O)(=O)Nc3nccc(C)n3)cc2)c([N+](=O)[O-])cc1OC,-9.0,4.7,-15.1,-1.4,15.6,10.1,3.1,0.5
COc1ccc(N2C(=O)CC(c3cc(OC)c(OC)c(OC)c3)CC2=O)cc1,17.0,-8.8,-0.4,-10.1,-6.7,-6.5,10.7,-0.4
Cc1ccc(Cc2cnc(N3C(=N)SC(c4ccccc4)C3=O)s2)cc1 (stereo not drawn),8.2,0.9,-15.2,18.1,61.7*,-12.6,0.1,-11.9
COc1ccccc1N1CCN(C(=O)C(=O)N/N=C/c2ccccc2F)CC1,-8.3,-19.9,-5.6,-12.2,-3.7,2.5,-9.3,-12.4
C[C@@H]1CN([C@H](C)CO)C(=O)c2cc(NC(=O)Nc3ccc(C(F)(F)F)cc3)ccc2O[C@H]1CN(C)Cc1ccc(Cl)c(Cl)c1,4.8,8.9,-13.8,7.5,-19.8,23.1,20.0,5.7
CCOC(=O)c1cccc(NC(=O)CCn2c(=O)oc3ccccc32)c1,1.3,13.5,9.3,19.1,12.1,1.5,-1.0,0.7
CC1CCN(Cc2c(O)ccc3c(=O)c(-c4nc5ccccc5s4)c(N)oc23)CC1,-13.6,-26.9,-18.6,22.3,29.2,8.7,12.4,7.3
COc1ccc(O[C@H]2C=C[C@@H](c3ccccc3)O[C@@H]2CO/N=C/C[C@@H]2C=C[C@H](OC(C)=O)[C@@H](COC(C)=O)O2)cc1,-6.6,8.2,0.1,20.6,.,.,.,-10.0
CCOc1ccc2nc(N3CCC(C(=O)Nc4nnc(CC)s4)CC3)sc2c1,-31.7,-194.3,-3.7,16.4,-13.5,13.7,-97.0,-2.6
CCOC(=O)Cc1csc(NC(=O)c2cc(-c3ccncc3)nc3ccccc23)n1,1.5,-20.7,-11.0,25.3,19.2,-2.1,.,0.3
N/C(=N\OC(=O)Cc1ccccc1)c1ccncc1,-11.8,2.8,-3.6,-11.2,8.2,-14.9,-12.2,-1.9
CC(=O)c1c(C)[nH]c(C(=O)OCC(=O)NCCC2=CCCCC2)c1C,6.5,-31.6,-6.7,7.1,7.3,-9.1,5.2,-8.3
CSc1nccc(-c2cc(Cl)sc2Cl)n1,-13.6,-4.8,-0.1,11.8,25.7,1.9,-6.1,-5.3

# Profiles, looked up by structure:
# Shown for N/C(=N\OC(=O)Cc1ccccc1)c1ccncc1 : Jurkat NFkB inh = -11.8; 697 NFkB inh = 2.8; UBC13 polyUb = -3.6; Apaf-1 inh = -11.2; CCR6 antag = 8.2; EBI2 block = -14.9; Gli-Sufu block = -12.2; SENP8 inh = -1.9
# Shown for CCOC(=O)c1cccc(NC(=O)CCn2c(=O)oc3ccccc32)c1 : Jurkat NFkB inh = 1.3; 697 NFkB inh = 13.5; UBC13 polyUb = 9.3; Apaf-1 inh = 19.1; CCR6 antag = 12.1; EBI2 block = 1.5; Gli-Sufu block = -1.0; SENP8 inh = 0.7

# Additional compounds follow.
SMILES,Jurkat NFkB inh,697 NFkB inh,UBC13 polyUb,Apaf-1 inh,CCR6 antag,EBI2 block,Gli-Sufu block,SENP8 inh
COc1ccc(-c2csc(NC(=O)CCS(=O)(=O)c3ccccc3)n2)c(OC)c1,-8.4,-1.9,1.3,-19.6,-5.3,5.6,-38.5,-7.6
COCCN1Cc2cccc(C(=O)Nc3cc(C)cc(C)c3)c2C1=O,2.6,23.6,14.3,6.0,11.3,10.7,11.1,-1.7
O=C(NCCCN1CCN(CCCNC(=O)c2ccc3c(c2)OCO3)CC1)c1ccc2c(c1)OCO2,-2.5,6.9,4.0,2.5,3.2,-1.9,-4.7,-3.6
Cc1cc(C)c(NC(=O)CSc2nnc(-c3ccco3)n2N)c(C)c1,-9.0,9.3,-2.3,-0.7,-10.6,-6.2,6.6,6.6
COc1ccc(C)cc1S(=O)(=O)NCc1cccs1,6.1,21.6,3.7,-2.1,11.0,5.7,-7.1,3.3
c1ccc2c(c1)[nH]c1c3ccccc3sc21,-46.6,-30.8,7.8,6.2,-13.3,-11.4,-22.5,-4.5
O=C1C=CC2C(c3ccc4c(c3)OCO4)CC1N2Cc1ccccc1 (stereo not drawn),-0.1,8.2,7.2,7.7,11.9,2.9,10.4,3.9
Cc1ccc(CNC(=O)c2ccc(Cn3cc(-c4ccc(C)cc4)nc3-c3ccncc3)cc2)cc1,-71.8,-40.3,13.0,18.3,3.7,70.8*,-24.7,36.0
CC(C)(/C=N/NC(=O)CSCc1ccccc1Cl)CCC#N,16.2,21.0,7.2,-1.7,0.9,-10.7,-6.7,-2.5
Cc1ccc(S(=O)(=O)NC(C)C(=O)Nc2ccccc2C(=O)N2CCCC2)cc1 (stereo not drawn),2.8,9.4,8.8,2.5,-10.9,4.9,95.0*,-8.3
CCc1nn(CC(=O)N2CCN(c3cc(C)ccc3C)CC2)c(=O)c2cc3occc3n12,0.4,-11.6,0.8,16.0,18.8,-6.9,-3.9,1.9
Cc1ccc(CONC(=O)c2ccc(Cl)cc2)cc1,-50.2,-15.7,4.7,-1.7,1.0,21.2,-34.6,-1.5

# Not all compounds are listed; rates above refer to the full screens.
